# Bioassay records (PubChem)
# LYP act: LYP (human) phosphatase activation; Q9Y2R2; 0.11% of 96,000 active; activation, % at 2 µM; recombinant LYP, DiFMUP fluorescence; 0 = plate median, 100 = signal doubled;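 active means activation at 2 µM above a set limit, the mean plus 5 SD, cut at about 37% in these data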
# hDAT+cocaine: human DAT dopamine uptake with cocaine, either direction | Q01959 | LLC-PK1 hDAT cells, [14C]-dopamine uptake with cocaine IC80; actives deviate in either direction | B-score at 10 µM | 1.3% of 110,000 active;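 active means Z score or B-score, a plate-position-corrected score, falls beyond the plate's 99.7% confidence bounds, in either direction; inactive means both scores lie inside the 99.7% bounds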;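 further: scored against the spread of the other compound wells on the same plate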
# Target sequence (Q01959 whole entry, looked up): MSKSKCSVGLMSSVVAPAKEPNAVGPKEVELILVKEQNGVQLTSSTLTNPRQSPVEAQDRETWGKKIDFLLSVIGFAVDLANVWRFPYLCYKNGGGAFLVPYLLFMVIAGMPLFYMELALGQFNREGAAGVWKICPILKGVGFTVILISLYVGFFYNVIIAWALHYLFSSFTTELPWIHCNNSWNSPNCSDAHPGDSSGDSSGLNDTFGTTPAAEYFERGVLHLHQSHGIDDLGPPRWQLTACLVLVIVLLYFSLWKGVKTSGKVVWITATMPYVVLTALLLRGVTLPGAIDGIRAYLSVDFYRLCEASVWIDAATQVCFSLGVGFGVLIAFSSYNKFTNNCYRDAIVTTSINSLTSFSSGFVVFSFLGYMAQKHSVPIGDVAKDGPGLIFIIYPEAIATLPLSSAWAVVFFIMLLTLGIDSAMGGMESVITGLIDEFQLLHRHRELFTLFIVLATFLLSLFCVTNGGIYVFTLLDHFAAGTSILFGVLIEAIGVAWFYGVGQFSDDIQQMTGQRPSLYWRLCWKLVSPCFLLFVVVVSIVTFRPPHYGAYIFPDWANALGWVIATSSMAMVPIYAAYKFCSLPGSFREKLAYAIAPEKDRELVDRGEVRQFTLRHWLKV
# PostGolgi yeast: growth inhibition of a yeast mutant, post-Golgi transport screen | inhibition, % at 10 µM | 0.9% of 98,000 active | AID 739 | post-Golgi transport phenotypic cell assay;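 further: yeast cells grown in 1536-well plates; yeast grown about 18 h at 30C before absorbance read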
# CYP2C9 act: increases human cytochrome P450 2C9 activity | activation factor at 5 µM | AID 1024 | recombinant CYP2C9, luciferin-H conversion, luminescence; active compounds read high; factor 1 = untreated enzyme, 0 = blocked | P11712 | 1.4% of 96,000 active;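 active means activation factor of 2 or more for CYP2C9 at a 5 µM dose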;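 further: 0 = sulfaphenazole-blocked wells and 1 = vehicle-only wells; values of inactives mirror those of a sister screen read the other way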
# PTPN22 inh 2: inhibitors of human LYP (PTPN22) phosphatase; recombinant LYP catalytic domain, DiFMUP fluorescence; inhibition, % at 2 µM; Q9Y2R2; 0.21% of 96,000 active;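 active means inhibition at 2 µM at or above a set limit, the screen mean plus 3 SD, cut at about 24% in these data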;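 further: 0% = DMSO with enzyme and 100% = enzyme fully blocked by orthovanadate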
# PostGolgi ctrl: inhibits growth of the yeast control strain. efflux-deficient yeast background strain, growth absorbance A615, 16 h. inhibition, % at 10 µM. 5% of 98,000 active. AID 738
# Ecoli WT expand: growth inhibitors of E. coli BW25113 wild type; OD600 absorbance; growth inhibition, % at 100 µM; 0.15% of 98,000 active; AID 710;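 active means growth inhibition above about 50% at one test dose, limit read from the data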;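 further: growth measured after 20 h incubation at 37 °C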
# CYP2C9 inh: blocks human cytochrome P450 2C9; AID 777; 20% of 96,000 active; inhibition, % at 5 µM; CYP2C9 Supersomes, luciferin-H conversion, luminescence; P11712;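 active means blocking of liver enzyme CYP2C9 beyond about 50% at 5 µM, limit read from the data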; further: values of inactives mirror those of a sister screen read the other way
# Pyk2 oligo antag: Pyk2 (human) oligomerization antagonism; z-score (the deposit names both 25 µM and 10 µM); 0.83% of 99,000 active; Q293 cells, Pyk2 FERM NanoBiT luminescence; active compounds read low; Q14289;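 active means Z-score of -3 or lower, scaled per plate to the spread of control and sample wells; inactive means z-score above -3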;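 further: negative z-score means lost luminescence so less FERM oligomerization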
# * marks the source's active call; other numbers are inactive results; / = no result given. Unless noted, no stated cut-off is given here; in the data, active means inhibition above about 30%; inactive means the rest.
SMILES,LYP act,hDAT+cocaine,PostGolgi yeast,CYP2C9 act,PTPN22 inh 2,PostGolgi ctrl,Ecoli WT expand,CYP2C9 inh,Pyk2 oligo antag
COc1cccc(N(CC(=O)NCc2cccnc2)S(C)(=O)=O)c1,0,/,-2,0.9,0,-2,-10,11,0.73
O=C(O)C1CC=C(Cl)CC1C(=O)NCc1ccccc1 (centres undefined),10,-1.1,13,0.9,-10,12,-9,14,1.7
Fc1ccc(Oc2nc(-c3ccccc3)nnc2C(F)(F)F)cc1,-10,-0.86,-2,1,13,17,-4,4,-0.11
COc1ccccc1CNC(=O)COc1ccccc1OC,-12,0.14,-1,3.4*,12,7,6,-241,0.53
N#CCC(=O)N1CCn2c1nc1ccccc12,-8,-0.86,1,1.1,4,7,2,-10,1.7
COCCNC(=O)c1ccccc1NC(=O)C1COc2ccccc2O1 (centres undefined),/,-0.22,2,0.7,/,10,-1,26,-0.01
Cc1ccc(C(=O)N/C(=C\c2cccs2)C(=O)N2CCCCCC2)cc1,-5,-0.26,9,0.6,8,13,-2,44,-0.62
Cc1cc2c(=O)n(C)c(SCC(=O)c3cc4ccccc4o3)nc2s1,-4,-0.77,7,0,5,-1,-8,96*,-0.63
Cc1ccc(Cn2c(CN3CCOCC3)nc3c2c(=O)n(C)c(=O)n3C)cc1,-9,1.2,4,/,7,1,1,/,0.19
COC(=O)C1=C(N)Oc2cc(C)n(Cc3cccnc3)c(=O)c2C1c1ccccc1OC (centres undefined),/,-0.71,-6,0.7,/,-3,-4,25,1.6
Cc1cc(C)n2cc(CSCc3ccco3)nc2n1,-8,0.0099,-5,0.3,4,1,0,70*,0.02
CCOc1ccc(C(C(=O)Nc2ccc(F)cc2)N(C(=O)Cn2nnc3ccccc32)C2CC2)cc1 (centres undefined),-10,-0.031,0,0.9,11,11,-11,12,-0.72
Cn1c(=O)[nH]c(=O)c2c1nc(N1CCN(Cc3ccccc3)CC1)n2CCSc1ncccn1,0,-0.43,3,0.5,-1,3,10,50,/
C/C(=N\NC(=S)NCCc1ccccc1)c1ccc(C)cc1,7,-0.98,/,/,-9,/,/,/,0.57
CCOCC(=O)Nc1nnc(COCC)s1,3,0.56,2,1,-4,9,5,-3,0.02
COc1cc(OC)cc(C(=O)NC2=NCCS2)c1,0,-0.13,-14,1,3,1,6,-2,0.01
CCn1c(COc2ccc(C)cc2)nnc1SCC(=O)Nc1ccc2c(c1)OCCO2,-2,0.086,-7,0.7,0,-1,-10,28,0.96
Cc1nn(-c2ccccc2)c2sc(C(=O)N(CC(=O)NC(C)(C)C)Cc3ccco3)cc12,0,1.1,6,0.4,-1,15,-9,56*,-1.1
COc1ccc2oc(=O)c(C(=O)N3CCN(c4ccccc4F)CC3)cc2c1,-3,-0.086,-3,0.7,0,19,-2,29,0.96
CCCOC(=O)c1ccc(OC(=O)c2ccco2)cc1,-5,0.2,-2,2*,4,-5,14,-97,0.15
CCCc1nnc(NC(=O)CC(=O)OCC)s1,-2,0.0092,-1,1,0,-7,3,-3,0.92
CCOC(=O)c1cc(OCC(=O)NC(C)C(C)C)cc(C(=O)OCC)c1 (centres undefined),-4,-0.021,-3,0.7,3,-5,4,27,-2
CCCOc1ccc(C(C)=O)cc1CSCCC#N,-8,-0.75,0,/,1,0,-6,/,0.77
CCOc1cc(NC(=O)c2ccco2)c(OCC)cc1NC(=O)COc1ccccc1,-5,0.066,-10,0.9,7,7,-5,12,-0.31
CCC(Oc1ccccc1)C(=O)Nc1nnc(C(F)(F)F)s1 (centres undefined),-6,-0.096,8,0,10,48*,0,97*,-1.7
Cn1c(SCC(=O)NC2CC2)nnc1-c1cccc(NC(=O)c2ccccc2F)c1,0,0.38,3,0.9,3,18,-3,10,0.32
NC(=O)Nc1ccc2c(c1)OCCO2,6,0.24,2,1,-9,-1,-1,1,0.83
O=C(Nc1cc2c(ccc3ccccc32)oc1=O)C1CCCCC1,32,-0.51,-3,1.5,-27,4,-8,-54,0.05
Cc1ccc2nc(-c3ccc(NC(=S)NCCC(C)C)cc3)sc2c1,5,-0.6,/,/,-1,/,/,/,-0.03
Cc1cc2c(cc1C)NC(c1nc3ccccc3[nH]1)C1=C(CC(C)(C)CC1=O)N2 (centres undefined),7,/,7,1,-5,4,-3,-4,-0.3
COc1ccc(C(=O)n2nc(-c3ccc(C)cc3)nc2N)cc1OC,1,1.1,1,1.1,-5,-2,-1,-10,0.73
c1ccc(-c2nnc3n2NC(c2ccc4c(c2)OCO4)S3)cc1 (centres undefined),-8,0.47,-2,0.8,9,20,-2,22,-0.08
CC(C)CN(C(=O)COC(=O)c1ccc2c(c1)NC(=O)CS2)C1CCS(=O)(=O)C1 (centres undefined),13,-0.52,-6,0.9,-12,9,2,9,-0.11
O=C(Nc1ccccc1)N(C1=NCCC1)c1ccc(OC(F)F)cc1,2,0.71,3,0.2,-4,24,-5,79*,-0.92
CCN(CC)CCOC(=O)c1ccc(NC(=O)C2(c3ccccc3)CCCC2)cc1,0,-0.23,-1,1,3,10,9,3,0.04
C[C@@H](C(=O)Nc1ccccc1N1CCOCC1)N1C(=O)C2CC=CCC2C1=O (some centres undefined),8,-0.69,6,0.8,-11,8,-2,18,-1.1
Cc1cc2c3c(c1C)C1(C(=O)N3C(C)(C)CC2C)C(C#N)=C(N)Oc2cc(O)ccc21 (centres undefined),-10,-0.71,9,1,11,6,-3,0,-0.81
Brc1ccccc1Cn1c(-c2cncs2)nc2ccccc21,-10,-0.19,8,0.6,7,63*,-1,39,/
NCCCCCNC(=O)/C=N\O,10,-0.066,7,1,-13,4,-2,-2,0.18
Cc1ccc(S(=O)(=O)N2CCOCC2)cc1C(=O)Nc1c(C)n(C)n(-c2ccccc2)c1=O,-8,0.077,-7,0.7,6,1,7,34,1.3
CC1CCN(C(=O)CSCc2ccc(Cl)cc2)CC1,2,0.79,-11,1.1,1,4,3,-7,0.92
Cc1cccc(NC(=O)CSc2ncnc3c2oc2ccccc23)c1,-3,-0.87,-5,0.4,0,11,-11,63*,/
O=C(NCC1CCCO1)c1ccccc1 (centres undefined),-5,-1.2,-5,1.2,5,0,-1,-20,0.1
FC(F)(F)c1nnc(-c2ccccc2)nc1Sc1ccccc1,6,0.45,-4,0.8,-3,19,-6,18,-0.93
C[N+]12CCCCC1C(COC(=O)c1ccc3c(c1)OCO3)CCC2 (centres undefined),-11,/,-5,1.3,9,1,4,-29,-0.24

# Random excerpt: two records from the list
SMILES,LYP act,hDAT+cocaine,PostGolgi yeast,CYP2C9 act,PTPN22 inh 2,PostGolgi ctrl,Ecoli WT expand,CYP2C9 inh,Pyk2 oligo antag
Cc1ccc(S(=O)(=O)N2CCOCC2)cc1C(=O)Nc1c(C)n(C)n(-c2ccccc2)c1=O,-8,0.077,-7,0.7,6,1,7,34,1.3
Cc1cc2c3c(c1C)C1(C(=O)N3C(C)(C)CC2C)C(C#N)=C(N)Oc2cc(O)ccc21 (centres undefined),-10,-0.71,9,1,11,6,-3,0,-0.81

# (cont.)
SMILES,LYP act,hDAT+cocaine,PostGolgi yeast,CYP2C9 act,PTPN22 inh 2,PostGolgi ctrl,Ecoli WT expand,CYP2C9 inh,Pyk2 oligo antag
Cc1ccc(S(=O)(=O)CC(=O)c2ccccc2)cc1,-1,/,8,2.9*,4,2,5,-187,1
COC(=O)Nc1ccc(C)c2nsnc12,-1,/,-1,1,-2,-6,4,2,0.62
COc1ccc(Br)cc1CNC(=O)C1CCN(S(=O)(=O)N2CCCCC2)CC1,2,1.2,4,2.2*,-6,14,-11,-119,-0.64
Cn1nnnc1SCC(=O)Nc1ccccc1Cc1ccccc1,3,-0.87,-2,0.4,-6,1,6,58*,-0.23
Cc1ccccc1OCC(=O)Nc1sc(C(=O)Nc2cccc(C)c2C)c(C)c1C#N,6,-0.19,-2,0.7,-2,-2,4,27,0.18
CCCC(c1nnnn1Cc1ccccc1)N1CCC(C(N)=O)CC1 (centres undefined),-3,0.43,-2,1.1,1,-1,4,-9,-0.23
CCCc1cc(=O)n2c([nH]c3ccccc32)c1C#N,9,-0.44,-7,0.4,-12,22,-20,56*,0.86
Cn1c(=O)c2c(O)cc(=O)[nH]c2n(-c2ccccc2)c1=O,-10,-0.049,4,1.1,7,10,-2,-9,-0.47
CCOC(=O)c1[nH]c(C)c(/C(O)=C2\C(=O)C(=O)N(CCN(C)C)C2c2cccc(OC)c2OC)c1C (centres undefined),15,-0.43,2,1.1,-16,5,-7,-12,-0.51
O=C(c1cccn2c(=O)c3ccccc3nc12)N1CCN(Cc2ccc3c(c2)OCO3)CC1,2,3.2*,17,0.2,-5,15,5,75*,0.44
CCOC(=O)C1C(=O)OC(C)(C)C1C(C)C(=O)c1ccccc1 (centres undefined),8,-0.012,16,0.7,-7,2,0,28,0.36
CC1Cc2ccccc2N1C(=O)c1cnc2sccn2c1=O (centres undefined),-4,-0.53,-4,1.2,2,-4,4,-19,/
CCCC(=O)c1cn(CC(=O)OC)c2ccccc12,2,0.25,-3,0.7,-4,-4,-3,28,-0.32
COc1ccc(Cl)cc1Nc1nc(NCCO)nc(N2CCCC2)n1,12,0.31,-1,0.4,-12,16,2,59*,-2.9
CCn1c(=O)n(CC(=O)N2CCN(c3ccccc3F)CC2)c(=O)c2ccccc21,6,-0.47,2,0.8,-9,3,2,25,0.47

# Entries shown so far with a halogen (13):
SMILES,LYP act,hDAT+cocaine,PostGolgi yeast,CYP2C9 act,PTPN22 inh 2,PostGolgi ctrl,Ecoli WT expand,CYP2C9 inh,Pyk2 oligo antag
O=C(O)C1CC=C(Cl)CC1C(=O)NCc1ccccc1 (centres undefined),10,-1.1,13,0.9,-10,12,-9,14,1.7
Fc1ccc(Oc2nc(-c3ccccc3)nnc2C(F)(F)F)cc1,-10,-0.86,-2,1,13,17,-4,4,-0.11
CCOc1ccc(C(C(=O)Nc2ccc(F)cc2)N(C(=O)Cn2nnc3ccccc32)C2CC2)cc1 (centres undefined),-10,-0.031,0,0.9,11,11,-11,12,-0.72
COc1ccc2oc(=O)c(C(=O)N3CCN(c4ccccc4F)CC3)cc2c1,-3,-0.086,-3,0.7,0,19,-2,29,0.96
CCC(Oc1ccccc1)C(=O)Nc1nnc(C(F)(F)F)s1 (centres undefined),-6,-0.096,8,0,10,48*,0,97*,-1.7
Cn1c(SCC(=O)NC2CC2)nnc1-c1cccc(NC(=O)c2ccccc2F)c1,0,0.38,3,0.9,3,18,-3,10,0.32
O=C(Nc1ccccc1)N(C1=NCCC1)c1ccc(OC(F)F)cc1,2,0.71,3,0.2,-4,24,-5,79*,-0.92
Brc1ccccc1Cn1c(-c2cncs2)nc2ccccc21,-10,-0.19,8,0.6,7,63*,-1,39,/
CC1CCN(C(=O)CSCc2ccc(Cl)cc2)CC1,2,0.79,-11,1.1,1,4,3,-7,0.92
FC(F)(F)c1nnc(-c2ccccc2)nc1Sc1ccccc1,6,0.45,-4,0.8,-3,19,-6,18,-0.93
COc1ccc(Br)cc1CNC(=O)C1CCN(S(=O)(=O)N2CCCCC2)CC1,2,1.2,4,2.2*,-6,14,-11,-119,-0.64
COc1ccc(Cl)cc1Nc1nc(NCCO)nc(N2CCCC2)n1,12,0.31,-1,0.4,-12,16,2,59*,-2.9
CCn1c(=O)n(CC(=O)N2CCN(c3ccccc3F)CC2)c(=O)c2ccccc21,6,-0.47,2,0.8,-9,3,2,25,0.47

# The order is random. Share with any hit: about 24%.
